TDP2 inh = blocks human TDP2 phosphodiesterase activity; O95551; recombinant TDP2, T5PNP hydrolysis, p-nitrophenol absorbance 415 nm; inhibition, % at 12.8 µM; hit rate 0.34% among 370,000;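 active means inhibition above the mean of all tested compounds plus 3 SD, set per campaign, cut at about 25% in these data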;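 further: 0% = DMSO with enzyme and 100% = buffer with substrate but no TDP2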
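System – recombinant human TDP2 · Quantity – TDP2 enzyme at 120 nM final · Doses – single concentration, 12.8 µM nominal, with 1% DMSO · Incubation – 2 h at 37 °C · Measured by – epi absorbance of p-nitrophenol freed from T5PNP by hydrolysis · Read-out – % inhibition relative to enzyme-containing and enzyme-free wells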
KLK7 zymogen act = activators of human kallikrein-7 zymogen | purified proKLK7, EDANS-DABCYL substrate fluorescence; 100% is mature enzyme control, 0% vehicle | AID 652039 | activation, % at 7 µM | hit rate 0.9% among 370,000 | P49862;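 active means activation above the mean of all tested compounds plus 3 SD, computed per campaign excluding outliers beyond control limits, cut at about 13% in these data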
LEDGF integ inh = blocks HIV-1 LEDGF/p75-dependent DNA integration | TR-FRET IN-LEDGF/p75 DNA integration, Eu/Cy5 | inhibition, % at 3.7 µM | hit rate 0.64% among 370,000;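 active means inhibition above the screen-wide mean plus 3 SD, cut at about 13% in these data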;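 further: signal is the Cy5 over europium emission ratio at 671 and 618 nm; 0% = plate median of compound wells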
PRMT1 FP inh = blocks human protein arginine methyltransferase 1; Q99873; recombinant PRMT1, activity-based probe fluorescence polarization; inhibition, % at 2.79 µM; hit rate 1.3% among 370,000;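 active means inhibition above about 21% made by adding two undisclosed values, limit read from the data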
UHRF1 MBD2 ctr = UHRF1 methyl-DNA binding inhibition; UHRF1 binding to methylated oligo, TR-FRET; inhibition, % at 4.4 µM; hit rate 0.75% among 370,000; in the data active means inhibition above about 21%;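 further: UHRF1 SRA domain binding a hemimethylated CpG hairpin DNA probe; 0% = median of test compound wells and 100% = reference inhibitor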
MBD2 DNA inh = inhibitors of human MBD2 binding to methylated oligonucleotide; Q9UBB5; TR-FRET; inhibition, % at 4.4 µM; hit rate 0.31% among 370,000; AID 686964; in the data active means inhibition above about 13%
Target sequence (Q9UBB5 whole entry, looked up): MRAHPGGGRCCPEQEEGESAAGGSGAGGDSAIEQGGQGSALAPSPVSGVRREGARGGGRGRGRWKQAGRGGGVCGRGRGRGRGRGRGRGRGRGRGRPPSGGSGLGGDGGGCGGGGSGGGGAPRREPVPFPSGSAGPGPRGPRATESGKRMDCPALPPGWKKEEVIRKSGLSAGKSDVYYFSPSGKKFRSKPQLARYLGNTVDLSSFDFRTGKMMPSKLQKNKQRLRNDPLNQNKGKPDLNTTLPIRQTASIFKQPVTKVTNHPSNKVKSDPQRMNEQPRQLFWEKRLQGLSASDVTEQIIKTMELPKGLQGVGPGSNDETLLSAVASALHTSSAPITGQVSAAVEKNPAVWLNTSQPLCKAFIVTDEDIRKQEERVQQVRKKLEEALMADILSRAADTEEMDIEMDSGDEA
SIAE primary = blocks human sialic acid acetylesterase. Q9HAT2. SIAE FP-Rh probe binding, fluorescence polarization. inhibition, % at 9.66 µM. hit rate 0.69% among 370,000;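 active means inhibition above a cutoff: mean of compounds within the control limits plus 3 SD of those, cut at about 17% in these data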;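 further: 0% = plate median of compound wells and 100% = probe without SIAE protein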
DDE Tn6 FP inh = DD(E)-Tn6 binding inhibition, primary FP screen. P02675. Fibrin DD(E) TRITC-Tn6 fluorescence polarization displacement. inhibition, % at 8.3 µM. hit rate 0.21% among 370,000;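 active means inhibition above a per-campaign cutoff: mean of compounds within control limits plus 3 SD, cut at about 15% in these data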;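 further: 0% = median of all compound wells on the plate and 100% = blocking peptide control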
Target sequence (P02675 whole entry, looked up): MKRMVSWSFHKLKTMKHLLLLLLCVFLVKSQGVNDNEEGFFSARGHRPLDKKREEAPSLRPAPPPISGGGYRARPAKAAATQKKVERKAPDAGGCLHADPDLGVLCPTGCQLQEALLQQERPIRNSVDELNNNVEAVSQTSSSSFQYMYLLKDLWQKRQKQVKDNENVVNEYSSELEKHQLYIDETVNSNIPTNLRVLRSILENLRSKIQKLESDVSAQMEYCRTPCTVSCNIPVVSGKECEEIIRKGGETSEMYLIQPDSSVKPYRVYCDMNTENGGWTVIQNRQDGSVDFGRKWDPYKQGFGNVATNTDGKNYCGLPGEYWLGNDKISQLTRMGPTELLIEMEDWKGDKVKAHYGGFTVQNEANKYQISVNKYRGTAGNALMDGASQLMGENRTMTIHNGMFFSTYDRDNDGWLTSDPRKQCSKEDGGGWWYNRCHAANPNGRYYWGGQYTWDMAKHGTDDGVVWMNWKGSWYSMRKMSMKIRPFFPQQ
TCR CD3 inh = blocks the human TCR-CD3 interaction; inhibition, % at 9.4 µM; TAMRA-labeled TCR probe fluorescence, biochemical; hit rate 0.37% among 360,000; in the data active means inhibition above about 19%;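 further: recombinant mutant TCR 2C K166C tagged with TAMRA read by polarization; 0% = receptor in buffer alone and 100% = receptor with positive control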
DDE Tn7 FP inh = inhibitors of Tn7 peptide binding to human fibrin DD(E); P02675; FP displacement of FITC-Tn7 peptide from fibrin DD(E); 0% = median of compound wells per plate; inhibition, % at 8.3 µM; hit rate 0.13% among 370,000; AID 720508;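 active means inhibition above the mean of compounds falling within the control limits plus 3 SD of them, cut at about 14% in these data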;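 further: 0% = plate median of compound wells and 100% = 10 µM Aha-Tn7 peptide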
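Assay system: Human clot-derived fibrin DD(E) complex | Buffer or medium: Tris/NaCl/CaCl2 buffer, pH 7.8 | Repeats: One replicate per compound | Benchmarks: Aha-Tn7 high control | Measure: % inhibition scaled between sample-field median and high-control FP | Schedule: 10 min plus 3 h, room temperature | Signal: Fluorescence polarization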
An asterisk follows results filed as active; . = no result given.

TDP2 inh	TCR CD3 inh	LEDGF integ inh	KLK7 zymogen act	SIAE primary	DDE Tn7 FP inh	PRMT1 FP inh	Molecule	UHRF1 MBD2 ctr	DDE Tn6 FP inh	MBD2 DNA inh
-3	8	0	0.1	5	1	0	O=C(CSc1nnc(NC(=O)c2ccco2)s1)Nc1ccccc1	1	10	-1
-1	0	1	0.3	-4	5	-5	CCCNC(=O)N(C)C[C@H]1Oc2cc(Br)ccc2S(=O)(=O)N([C@@H](C)CO)C[C@@H]1C	0	3	0
3	-3	2	-0.6	-5	-7	-1	CCCSc1nc2c(cnn2-c2ccc(C)cc2)c(=O)[nH]1	2	-2	-2
5	-8	0	-0.1	5	0	3	Cc1[nH]n(-c2ccccc2)c(=O)c1/C=C1/C=c2ccccc2=N1	-3	0	-8
4	1	-5	-14	0	5	2	COc1cc2c(c3oc(=O)cc(CC(=O)O)c13)CCC(C)(C)O2	3	5	0
4	2	-1	0.5	-5	-2	-2	Cc1ccc(-c2nnc(N3CCN(C(=O)Cn4c(=O)n(C)c5ccccc54)CC3)c3ccccc23)cc1	-1	5	3
14	2	-2	-0.1	-1	-1	4	O=C(CCc1ccncc1)NC1CCCc2c1cnn2-c1ccc(F)cc1F (centres undefined)	0	5	7
-16	-8	6	-4.8	4	-6	8	CNc1oc(-c2ccc(Cl)cc2)nc1P(=O)(c1ccccc1)c1ccccc1	9	-1	1
-14	4	3	0.3	-5	-9	-7	CCC(C)(C)C1CCC2(CC1)NC(=O)N(CC(=O)NCCCc1ccccc1)C2=O (centres undefined)	-1	3	4
-1	-4	-6	-0.4	-2	-5	0	CCOc1cc(NC(=S)NCCCN2CCOCC2)c(OCC)cc1NC(=O)c1cccc(C)c1	-1	0	0
0	-4	-5	47*	0	-4	6	CCCOc1ccccc1N1C(=O)CC(N(O)c2ccccc2)C1=O (centres undefined)	3	-2	-1
-3	9	1	-0.5	-4	2	-4	COc1ccc(NC(=O)CSc2nc(C)cs2)cc1OC	0	1	1
-9	9	0	0.5	0	2	2	Cc1csc(=NC(=O)c2ccccc2)n1Cc1ccco1	-5	-4	2
-6	4	1	-0.2	-2	5	-3	O=S(=O)(Nc1ccc(Cc2ccncc2)cc1)c1ccc(Br)cc1	0	2	-4
18	4	0	-0.4	9	4	-1	CCn1cc(C(=O)N[C@H](C(=O)NCCN2CCOCC2)C(C)C)c(=O)c2cc3c(cc21)OCO3	-1	9	0
-9	-1	-3	-0.6	2	3	1	O=C(Nc1cccc(S(=O)(=O)N2CCOCC2)c1)C1=NN(c2ccccc2)C(=O)CC1	3	-6	6
0	-12	6	0.3	3	7	92*	O=C(C1=C(O)C(=O)N(c2nccs2)C1c1ccccc1)c1cc2ccccc2o1 (centres undefined)	-5	-1	-7
-2	3	0	0.1	3	-1	0	CC(C)CNC(=O)CN(c1ccccc1)S(=O)(=O)c1ccccc1[N+](=O)[O-]	1	8	4
16	4	-1	1.1	-1	0	-1	COc1ccc(C(=O)Nc2nc(CC(=O)NCCc3ccccc3)cs2)cc1	1	12	-2
13	-3	0	-0.3	7	6	-1	COc1ccccc1NC(=O)NC1CC(=O)N(c2ccc3c(c2)OCCO3)C1 (centres undefined)	-1	-9	3
-9	5	-2	-0.2	-2	-7	6	O=C(NCc1cccc(C(F)(F)F)c1)C1C(=O)Nc2ccccc2C(=O)N1Cc1ccccc1 (centres undefined)	6	-9	1
6	-2	-4	-0.3	-2	-3	-1	COc1ccc(CNC(=O)c2ccc(N3CCCC3=O)cc2)cc1	1	-6	0
-23	-9	5	-0.5	-17	8	-5	CCCCNC(=O)C1CCCN(S(=O)(=O)c2c(C)noc2/C=C/c2cccs2)C1 (centres undefined)	5	0	-4
-3	6	-4	0.3	2	-5	-2	CS(=O)(=O)c1cccc(C(=O)Nc2ccc3c(c2)OCCCO3)c1	0	-6	-1
-5	3	-1	-0.1	-2	0	-4	CCN1CCN(c2nc3c(c(=O)[nH]c(=O)n3C)n2CCSc2nc3ccccc3s2)CC1	1	4	4
2	0	1	-0.2	1	5	0	COc1ccc(S(=O)(=O)N2CCCCC2)cc1C(=O)Nc1cc(C)on1	2	-8	6
-19	9	0	3.4	-1	-9	2	Cc1noc(C)c1COC(=O)c1cc2ccccc2cc1O	2	-4	-1
1	3	2	0.3	6	3	4	O=C(CN1CCN(c2ccc(F)cc2)CC1)c1cccs1	-1	-5	-2
-6	10	4	0.1	3	-13	2	Cc1ccc(NCC(=O)N/N=C\c2ccc([N+](=O)[O-])o2)cc1	-7	0	-2
-18	6	0	-0.3	-3	7	0	CC(C)CCNC(=O)C1c2ccccc2Oc2ccccc21	0	4	-3
9	-2	1	-0.5	3	2	-3	O=C(c1cccnc1)N1N=C(C2CC2)CC1(O)C(F)(F)F (centres undefined)	-3	-1	-3
2	-1	0	0.3	1	6	-1	OC12CCCCC1C(c1ccc3c(c1)OCO3)N(Cc1ccccc1F)CC2 (centres undefined)	0	13	-1
3	4	-1	0.0	-1	0	-1	O=C(NCC(=O)N(c1cccnc1)C(C(=O)NC1CCCC1)c1ccco1)c1cccs1 (centres undefined)	-1	9	-4
2	1	6	-0.3	-2	-4	3	O=C1CCCCCN1Cc1nnc(SCc2nc3ccccc3s2)n1-c1ccccn1	2	1	2
-6	-7	-7	-0.2	-6	11	6	CCOc1ccccc1NC(=O)CSc1nnc(CNC(=O)c2c(F)cccc2Cl)o1	2	0	1
0	1	2	-0.1	-4	4	3	OCc1c(OCc2cccc(F)c2)ccc2ccccc12	20	-1	9
-5	7	-4	0.2	-1	6	-3	CCOC(=O)c1sc(NC(=S)NC(=O)c2ccc(OC)cc2)nc1C	0	3	2
0	-1	4	-0.1	3	-4	-1	Cc1cc(NC(=O)c2ccc(C)s2)n(-c2nc3ccccc3[nH]2)n1	-4	-3	2
-12	8	-4	0.1	-1	-2	3	CCCCCCn1c(SCCCC)nc2c1c(=O)[nH]c(=O)n2C	6	1	5
-1	0	-1	-0.1	-4	2	2	CCn1ncc(/C=N\NC(=O)Cc2ccc([N+](=O)[O-])cc2)c1C	0	2	-2

PRMT1 FP inh, entries above that show a hit.
TDP2 inh	TCR CD3 inh	LEDGF integ inh	KLK7 zymogen act	SIAE primary	DDE Tn7 FP inh	PRMT1 FP inh	Molecule	UHRF1 MBD2 ctr	DDE Tn6 FP inh	MBD2 DNA inh
0	-12	6	0.3	3	7	92*	O=C(C1=C(O)C(=O)N(c2nccs2)C1c1ccccc1)c1cc2ccccc2o1 (centres undefined)	-5	-1	-7

The results go on:
TDP2 inh	TCR CD3 inh	LEDGF integ inh	KLK7 zymogen act	SIAE primary	DDE Tn7 FP inh	PRMT1 FP inh	Molecule	UHRF1 MBD2 ctr	DDE Tn6 FP inh	MBD2 DNA inh
-13	-4	1	-0.1	8	2	7	Cc1ccc(CNC(=O)c2nnc(Cc3ccc(Cl)cc3)o2)cc1	5	-6	5
1	-3	2	-0.1	0	0	1	COc1ccc(CCNC(=O)c2cnn3cccnc23)cc1OC	0	-5	-3
-10	.	3	0.2	0	-10	-1	COC(=O)c1cn(-c2ccc3c(c2)[C@@]2(CC(=O)N(C)C2c2ccccc2)C(=O)N3CC(C)C)nn1 (some centres undefined)	2	-1	-1
4	4	-5	-1.2	2	3	-1	COc1ccc(NC(=O)/C=C/c2ccc(S(=O)(=O)N3CCOCC3)cc2)cc1	0	-1	3
-9	-10	-3	-0.4	-3	-1	15	CCN1CCN(C(=S)Nc2cc(S(=O)(=O)N(CC)CC)ccc2C)CC1	12	-2	7
-14	-1	-6	-0.2	-6	-2	2	O=C(C1CCCN(S(=O)(=O)c2cccc3nsnc23)C1)N1CCc2ccccc2C1 (centres undefined)	1	-13	4
2	7	6	0.1	7	-6	2	COc1cccc(OC)c1C(=O)NNC(=O)c1ccc(F)cc1	-1	-6	-6
1	-2	4	8.1	6	-1	-2	Cc1ccc(-c2cc(C(F)(F)F)c(C#N)c(=O)[nH]2)cc1	3	5	-4
-5	-4	-3	-1.1	0	5	4	Cc1ccc(C(=O)NCC2CCCO2)cc1[N+](=O)[O-] (centres undefined)	2	3	1
-5	-4	2	20*	3	3	-3	O=C(Nc1ccc2nccnc2c1)Nc1ccccc1Cl	-3	1	-4
-3	-2	3	0.2	-3	-8	-2	Cc1ccc(CN2CC(N3CCN(C4CCN(C)CC4)CC3)CS2(=O)=O)cc1 (centres undefined)	1	0	0
-21	-11	1	-0.6	-4	5	20	Cc1cc(C)cc(NC(=O)CSc2nnc(-c3ccncc3)o2)c1	3	-9	6
-8	-6	-5	0.7	-8	-3	2	O=C(CN1CCCCC1)Nc1cccc(Oc2ccccc2)c1	5	-12	11
1	2	0	-0.1	3	2	5	CCC1(c2ccccc2)NC(=O)N(CC(=O)NCC2COc3ccccc3O2)C1=O (centres undefined)	-1	-5	4
4	4	-1	0.8	-1	3	0	Cc1nc(CS(=O)c2ccccc2)cc(N2CCOCC2)n1 (centres undefined)	-3	1	2
8	3	-2	-0.4	2	-3	1	Cc1ccc(Cl)cc1NC(=O)COC(=O)C1CCCCC1	6	2	2

Two entries picked at random from those above:
TDP2 inh	TCR CD3 inh	LEDGF integ inh	KLK7 zymogen act	SIAE primary	DDE Tn7 FP inh	PRMT1 FP inh	Molecule	UHRF1 MBD2 ctr	DDE Tn6 FP inh	MBD2 DNA inh
1	2	0	-0.1	3	2	5	CCC1(c2ccccc2)NC(=O)N(CC(=O)NCC2COc3ccccc3O2)C1=O (centres undefined)	-1	-5	4
-21	-11	1	-0.6	-4	5	20	Cc1cc(C)cc(NC(=O)CSc2nnc(-c3ccncc3)o2)c1	3	-9	6

Screening results (PubChem)
